Screens from PubChem BioAssay.
14-3-3 Bad inh: disrupts binding of bovine 14-3-3 zeta to phospho-Bad peptide; actives 0.71% (n = 220,000); TR-FRET 14-3-3zeta/Dy647-pBad peptide displacement, 1 h; inhibition, % at 21.7 µM;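 active = inhibition above about 70%, limit read from the data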;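 note: 0% = full 14-3-3 plus peptide FRET controls and 100% = background without 14-3-3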
Target sequence (P63103 whole entry, looked up): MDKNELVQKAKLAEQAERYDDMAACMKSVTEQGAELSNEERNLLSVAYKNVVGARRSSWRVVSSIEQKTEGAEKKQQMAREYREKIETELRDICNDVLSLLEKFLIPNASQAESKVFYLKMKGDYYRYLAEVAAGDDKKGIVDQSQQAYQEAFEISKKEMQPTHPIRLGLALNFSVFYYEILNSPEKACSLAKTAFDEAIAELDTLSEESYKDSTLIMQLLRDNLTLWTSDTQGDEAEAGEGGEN
Wee1 degr inh: blocks degradation of human Wee1 kinase | actives 1.2% (n = 220,000) | reporter increase, % at 5 µM | AID 1321 | HeLa Luc-Wee1K328M stability, luciferase luminescence; 100% = proteasome inhibitor MG132 effect;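 active = activation above the mean of all tested compounds plus 3 SD, set per screening run, cut at about 8.8% in these data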;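 note: cells exposed to compound for 20 h before luminescence read; 0% = DMSO alone and 100% = MG132 at 30 µM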
FXIIa inh: blocks human coagulation factor XIIa protease activity; actives 0.3% (n = 220,000); purified FXIIa, Boc-QGR-AMC fluorogenic substrate, 2 h; inhibition, % at 5 µM; in the data active = inhibition above about 40%;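 note: 0% = enzyme with no compound and 100% = blank without enzyme; many of its hits are not listed in these tables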
Runt-CBFb FRET: Runt domain-CBFb interaction inhibition. actives 0.46% (n = 220,000). Cerulean-Runt/Venus-CBFb FRET ratio 530/480, 1 h. Q01196+Q13951. inhibition, % at 20 µM;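 active = inhibition over about 50% at 20 µM in the single-dose screen, limit read from the data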;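 note: 0% = DMSO wells and 100% = excess unlabeled CBFb competitor control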
Target sequence (Q01196 whole entry, looked up, the tested form may be a part): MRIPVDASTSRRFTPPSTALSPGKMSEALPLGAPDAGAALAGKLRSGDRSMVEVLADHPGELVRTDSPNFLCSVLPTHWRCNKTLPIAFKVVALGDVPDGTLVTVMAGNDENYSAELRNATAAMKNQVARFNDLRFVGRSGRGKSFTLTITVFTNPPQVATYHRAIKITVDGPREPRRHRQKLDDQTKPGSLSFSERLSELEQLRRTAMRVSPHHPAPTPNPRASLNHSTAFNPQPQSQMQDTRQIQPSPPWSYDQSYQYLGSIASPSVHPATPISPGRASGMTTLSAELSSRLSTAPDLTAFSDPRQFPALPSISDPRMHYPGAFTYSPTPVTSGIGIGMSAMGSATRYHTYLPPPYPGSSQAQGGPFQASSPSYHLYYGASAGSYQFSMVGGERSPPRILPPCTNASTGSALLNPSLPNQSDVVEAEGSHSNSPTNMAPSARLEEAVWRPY
Target sequence (Q13951 whole entry, looked up, the tested form may be a part): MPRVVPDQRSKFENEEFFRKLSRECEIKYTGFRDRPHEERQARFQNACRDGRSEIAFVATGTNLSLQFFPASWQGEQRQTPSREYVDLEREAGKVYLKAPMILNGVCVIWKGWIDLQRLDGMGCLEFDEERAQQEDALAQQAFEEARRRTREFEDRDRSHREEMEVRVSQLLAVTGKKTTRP
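Measured by: fluorescence energy transfer, 422 nm excitation, 530/480 nm emission; Assay system: Cerulean-Runt domain; Medium: Tris pH 7.5 buffer with BSA; Measure: loss of energy transfer signal; Controls: 5 µM unlabeled CBFb as full-inhibition high control; Incubation: protein complex preformed 1 h, compound exposure 1 h, room temperature, dark.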
Hck Nef HTS: human Hck-Nef kinase inhibition | P08631 | Recombinant Hck-YEEI plus Nef, Z-Lyte FRET kinase assay | inhibition, % at 20 µM | actives 0.68% (n = 220,000) | AID 463187;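 active = Hck-Nef kinase inhibition above about 50%, limit read from the data; inactive = inhibition below that limit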;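 note: 0% = DMSO with Hck plus Nef and 100% = Hck alone without Nef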
Runt-SMMHC FRET: inhibitors of human RUNX1 Runt domain binding to CBFb-SMMHC; actives 0.74% (n = 220,000); inhibition, % at 20 µM; Cerulean-Runt/Venus-CBFb-SMMHC FRET ratio 530/480, 1 h; Q01196+Q13951;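 active = mean inhibition across duplicate retests at 20 µM reaching about 50%, limit read from the data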;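 note: 0% = DMSO wells and 100% = wells with excess untagged CBFb-SMMHC; inhibitors lower the FRET ratio by blocking Runt binding to CBFb-SMMHC; some results filed as inactive read as strong as hits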
thrombin 1536: inhibitors of human thrombin | alpha-thrombin, Boc-VPR-AMC fluorogenic substrate cleavage | inhibition, % at 5 µM | actives 0.26% (n = 220,000) | AID 1046;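 active = inhibition at or above 40%; inactive = inhibition below 40%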;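 note: 0% = enzyme with no compound and 100% = wells without enzyme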
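Material: Human alpha-thrombin protein | Buffer or medium: pH 7.5 Tris-saline with Tween 20 | Reagent: Boc-VPR-AMC substrate, 15 µM final | Schedule: Reaction at ambient temperature | Detection: AMC fluorescence at 355 nm excitation and 460 nm emission | Evaluation: Percent inhibition scaled between no-compound controls and no-enzyme blanks | Controls: no-compound enzyme wells and no-enzyme blanks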
hK5 inh: inhibitors of human kallikrein 5. Q9Y337. recombinant hK5, fluorogenic AMC substrate cleavage. inhibition, % at 5 µM. actives 0.59% (n = 210,000). AID 873;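 active = inhibition of 40% or more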;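 note: 0% = enzyme controls without compound and 100% = no-enzyme blanks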
FXIa inh: factor XIa (human) inhibition; purified FXIa, Boc-Glu-Ala-Arg-AMC fluorogenic substrate; inhibition, % at 5 µM; actives 0.14% (n = 220,000);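 active = inhibition of at least 40%; inactive = inhibition below 40%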;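 note: fluorescence of freed AMC excited at 355 nm; 0% = enzyme without compound and 100% = no enzyme blank; many of its hits are not listed in these tables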
Numbers without * were called inactive; . = no result given; [ ] = dose if it differs, or a comment.

molecule	14-3-3 Bad inh	Wee1 degr inh	FXIIa inh	Runt-CBFb FRET	Hck Nef HTS	Runt-SMMHC FRET	thrombin 1536	hK5 inh	FXIa inh
O=C(O)CC1c2ccccc2S(=O)(=O)N1Cc1ccccc1 (centres undefined)	-2.2	.	7.1	0.9	17.4	-1.9	0.6	-1.9	-0.4
CC(C)c1onc(C(=O)NCc2ccccc2)c1[N+](=O)[O-]	5.4[fluorescence artefact?]	-2.2	5.0	9.6	-5.3	2.4	27.9	34.2	5.4
Cn1cc(CN2CCC(N3CCNC(=O)CC3)CC2)c(-c2ccccc2F)n1	-8.0	3.1	5.5	3.1	17.4	-1.6	-9.1	2.1	-3.2
COc1ccc(OC)c(NC(=O)CCN2CCN(c3ccccc3F)CC2)c1	0.5	0.7	25.6	1.2	3.8	-5.5	-1.6	-17.1	13.0
COc1ccc(CCNC(=O)CCSc2nc(-c3ccco3)cc(C(F)(F)F)n2)cc1	14.1[fluorescence artefact?]	-0.3	-1.3	-3.7	2.4	-9.7	-5.8	-6.9	-1.8
C=CCSc1nc2ccccc2n1C(=O)/C=C/c1cc(OC)c(OC)c(OC)c1	0.0	0.7	14.8	-7.0	-1.7	-9.7	3.0	4.6	4.6
O=C(NC1C/C(=N/O)c2cc3c(cc21)OCO3)C(F)(F)F (centres undefined)	-2.2	-1.8	9.4	1.3	15.7	0.4	-5.4	10.1	-1.9
O=C(c1ccc(-c2ccccc2)cc1)C1CCCN(Cc2ccncc2)C1 (centres undefined)	-2.9	3.0	9.4	-1.8	16.2	-10.4	-5.7	.	1.5
Cn1cc(C=C2C(=O)CC(C)(C)CC2=O)c2ccccc21	-3.7[fluorescence artefact?]	3.2	5.0	0.2	0.4	-129.8	4.2	-7.1	3.9
COc1ccc(/C=c2/sc3n(c2=O)NC2(c4ccccc4)N(C)C(=O)N(C)C2(c2ccccc2)N=3)cc1 (centres undefined)	-7.6	0.5	9.6	2.7	0.8	3.5	-5.3	0.1	5.8
CC(CCc1ccccc1)NC(=S)NC1CCCCC1 (centres undefined)	-5.6	-2.5	1.0	-1.3	1.4	3.3	-2.3	-3.9	-2.9
Cc1ccc(S(=O)(=O)C2(C(=O)Nc3ccc(F)cc3)CC2)cc1	7.5	-1.9	18.3	1.1	-1.5	1.3	4.0	3.6	5.4
COCCNC(=O)CSc1nc2nn(-c3ccccc3)c(=O)c-2c2n1CCCCC2	7.8	3.0	2.9	0.2	14.2	-1.1	-2.5	-1.9	4.9
Cc1c(C)c2c(C)nn(-c3ccccc3)c2[nH]c1=O	1.6	-2.9	17.4	-4.7	1.1	-1.9	5.5	-0.3	9.2
COc1cccc(-c2nc(-c3cccs3)no2)c1	6.0	3.9	7.1	-2.4	8.8	-1.0	1.3	-3.9	-1.9
CCOc1ccc(N2Cc3ccccc3C2)cc1	.	0.2	.	-2.5	3.3	-5.1	.	.	.
C=CCn1cnc2c(NCc3ccccc3)ncnc21	1.6[fluorescence artefact?]	1.6	6.3	1.0	-1.2	0.1	-3.4	4.1	-3.2
Cc1ccc(C(c2nnnn2C(C)(C)C)N2CCN(C3CCCC3)CC2)cc1 (centres undefined)	5.7	-1.3	15.3	0.0	0.5	0.4	2.8	12.5	-12.9
O=C(Nc1cccnc1)c1cccc([N+](=O)[O-])c1	1.1	-1.4	12.1	-0.2	27.9	-4.2	6.1	6.4	3.6
CCCc1nnc(NC(=O)Cn2cnc3ccccc3c2=O)s1	-4.0	-3.9	5.9	1.1	-1.0	3.4	-3.5	15.8	-3.4
COc1ccc2c(C=O)c[nH]c2c1	-22.3	1.6	8.6	3.9	1.8	15.8	1.2	-17.9	7.5
Cc1ccc(NC(=O)C2=C(O)c3sccc3N(C)S2(=O)=O)cc1	55.3	-0.1	1.7	5.3	2.6	23.1	-5.6	-19.5	-6.8
Nc1ncc2c(n1)CC(c1ccco1)CC2=O (centres undefined)	2.1	-2.9	-12.1	10.8	1.1	1.1	-19.7	0.5	-3.0
COc1ccc2cc(C(=O)N/N=C/c3sc4ccccc4c3O)ccc2c1	-14.8	3.9	10.7	-38.8	-8.7	-175.4	2.5	-32.4	2.8
CCOc1ccc(-c2nnn(CC(=O)N3CCCC(C)C3)n2)cc1 (centres undefined)	0.8	-1.8	6.4	0.5	23.2	-3.2	-7.4	-8.3	-1.7
Cc1nc(N2CCc3ccccc3C2)[nH]c(=O)c1Cc1ccccc1	-2.2	-0.6	5.0	1.3	19.6	0.1	-11.3	-0.8	-2.7
Cc1nc2cc(-c3ccccc3)ccc2o1	-2.3[fluorescence artefact?]	2.2	17.7	-4.0	-2.0	-6.2	2.2	-8.0	6.0
Cc1cc(C)c2c(C)c(C(=O)NCc3ccc(S(N)(=O)=O)cc3)oc2c1	3.3	2.1	0.0	-0.5	16.9	2.3	-13.5	-9.2	-1.3
O=C(Cc1ccccc1)NC1c2ccccc2-c2ccccc21	10.6[fluorescence artefact?]	-1.6	11.5	1.8	0.8	-2.8	5.0	15.6	5.8
COC(=O)/C(=N/Nc1ccccc1)N1CCCc2ccccc21	-6.0	-1.8	9.5	-3.0	1.4	-4.4	-5.2	-3.6	1.1
CCCNC(=O)COC(=O)c1ccccc1OCc1ccc(Cl)cc1	-130.8[fluorescence artefact?]	-1.7	11.2	0.3	-2.1	1.0	-3.7	-15.4	6.2
Cc1cccc2cc3c(N)c(C(=O)Nc4ccc(N5CCOCC5)cc4)sc3nc12	10.6[fluorescence artefact?]	-1.3	14.9	-0.9	4.3	-16.5	3.7	6.4	19.8
O=Cc1cn(CC(=O)N2CCc3ccccc32)c2ccccc12	-9.5	0.5	5.9	1.6	-0.3	-6.0	-9.2	-2.2	-4.1
CCOC(=O)c1c(-c2ccc(F)cc2)csc1NC(=O)C1CCCO1 (centres undefined)	-1.7	-2.4	12.4	19.4	22.9	-0.2	0.2	1.3	-1.5
COc1cc2c(cc1OC)C1=C(C#N)CCC(=O)N1CC2	-6.8[fluorescence artefact?]	-0.2	-4.3	-1.6	1.1	2.2	-0.1	-0.7	6.8
CS(=O)(=O)N1CCC(C(=O)c2cccc(Cl)c2)CC1	8.1	-1.6	-2.9	-1.3	-1.0	2.0	3.9	-14.7	-0.7

One compound at a time, as listed above. Screens in order: 14-3-3 Bad inh, Wee1 degr inh, FXIIa inh, Runt-CBFb FRET, Hck Nef HTS, Runt-SMMHC FRET, thrombin 1536, hK5 inh, FXIa inh
COc1cc2c(cc1OC)C1=C(C#N)CCC(=O)N1CC2 as listed: -6.8[fluorescence artefact?], -0.2, -4.3, -1.6, 1.1, 2.2, -0.1, -0.7, 6.8
O=C(Cc1ccccc1)NC1c2ccccc2-c2ccccc21 as listed: 10.6[fluorescence artefact?], -1.6, 11.5, 1.8, 0.8, -2.8, 5.0, 15.6, 5.8

Following part
molecule	14-3-3 Bad inh	Wee1 degr inh	FXIIa inh	Runt-CBFb FRET	Hck Nef HTS	Runt-SMMHC FRET	thrombin 1536	hK5 inh	FXIa inh
Cc1ccc(S(=O)(=O)N2CCN(C(=O)CSc3nc(N)cc(=O)[nH]3)CC2)c(C)c1	-3.7	1.3	5.2	-4.6	-2.4	-3.1	2.0	-4.6	-0.2
COc1ccc(Nc2nc(C(F)(F)F)nc(C)c2C#N)cc1	9.8	2.0	15.6	-1.9	2.8	0.6	-2.7	2.1	9.3
O=C(CSc1nnc(C2CC2)n1-c1ccccc1)NCc1ccco1	16.4	-0.1	13.8	2.4	0.7	-2.9	-9.5	-16.4	5.1
C=CCc1cccc(/C=N/NC(=O)CNc2cccc3ccccc23)c1O	-3.6[fluorescence artefact?]	-2.7	-1.6	-2.7	-29.4	-12.7	-8.1	-17.1	-7.3
CC(=O)Nc1nc2ccccc2n1Cc1ccccc1Cl	7.3	-1.2	11.7	3.7	29.9	3.9	-1.5	-2.3	4.2
O=C(NCc1ccco1)Nc1ccc(OC(F)(F)F)cc1	-3.3	-2.1	4.6	-1.8	-1.5	3.6	-1.9	-5.6	-2.5
Cc1ccc2c(c1)sc[n+]2Cc1ccccc1	-3.4[fluorescence artefact?]	-1.4	-13.9	39.8	-1.9	67.5	-5.7	-2.5	-8.1
CCOC(=O)c1cccc(NC(=O)CCNS(=O)(=O)c2ccc3c(c2)CCN3C(=O)CC)c1	2.5	1.0	11.8	-2.5	1.8	1.6	1.9	-4.4	4.0
S=c1[nH]c(-c2ccccc2)cn1/N=C/c1ccc(Br)cc1	1.2	5.3	3.1	-19.5	22.9	-77.7	7.7	-1.9	-5.9
Cc1cc(C(=O)CCl)c(C)n1Cc1ccco1	-14.1	-0.1	7.7	2.2	14.7	-1.4	1.1	3.1	4.0
COc1ccc2[nH]cc(CCNC(=O)C3CCCNC3=O)c2c1 (centres undefined)	-1.1	4.3	11.4	0.4	-0.4	-1.9	2.7	-4.3	7.6
Cc1ccc(N2C(=O)[C@@H]3[C@H](C2=O)[C@H]2C=C(C(=O)c4ccccc4)C=CN2[C@@H]3C(=O)c2ccc(Cl)cc2)cc1	2.5	-1.3	15.3	-3.6	3.5	-13.8	1.3	-1.2	5.0
CCn1c(=O)c2cc(S(=O)(=O)NCc3ccccc3)ccc2n(CC)c1=O	-7.2	-2.4	13.5	-0.2	-2.0	0.6	-3.3	20.5	6.3
C=CCSc1nc2ccccc2c(=O)n1C1CCOC(C)(C)C1 (centres undefined)	9.7	-0.9	4.7	0.7	15.4	2.6	-0.8	-0.9	-0.7
CCn1c(SCC(=O)N2CCN(c3ccccc3)CC2)nc2c(c1=O)SC(C)C2 (centres undefined)	6.2[fluorescence artefact?]	0.0	15.3	.	20.4	-5.1	-4.3	-1.3	7.0
O=S(=O)(NCc1ccc(F)cc1)c1ccc2c(c1)OCCO2	-10.8	-1.4	7.8	-1.4	-1.1	-4.2	-0.7	3.6	-1.9
O=C(Nc1nc(-c2cccc3ccccc23)cs1)c1cnccn1	49.6	-1.7	13.3	-2.7	6.9	-8.5	0.3	-62.0	7.6
O=C(Cn1nnc(-c2ccccc2)n1)N/N=C/c1cc([N+](=O)[O-])c(Cl)cc1Cl	6.2	2.2	-0.2	1.3	5.7	4.6	-9.3	-23.1	-5.7
Cc1cccn2cc(-c3cc4ccccc4oc3=O)nc12	-5.3	5.7	7.7	2.0	18.1	-9.3	1.5	7.0	-3.9
COC(=O)c1c(C)nc(C)c(C(=O)OC)c1-c1ccsc1	-1.9	-2.3	7.4	-3.0	13.4	-1.1	-4.0	-5.7	-1.2
COC(=O)c1cc(NC(=S)NCc2ccc(Cl)cc2)cc(C(=O)OC)c1	-2.5[fluorescence artefact?]	-2.0	9.5	1.5	2.1	0.4	-7.4	-8.3	3.3
Cc1ccc(SCCN2CCN(CC(C)C)CCC2=O)cc1	-1.1	.	6.7	0.7	18.8	-0.2	0.5	3.0	2.1
CCn1cc(/C=C2\SC(=O)N(CC(=O)Nc3ccc4c(c3)OCO4)C2=O)c2ccccc21	3.4	-0.7	0.1	-84.2	6.2	-89.1	-2.4	-9.7	-4.3
Cc1ccc(S(=O)(=O)N(C)CCCC(=O)Nc2cc(C)ccc2C)cc1	-1.0	-0.2	-3.4	-2.5	-8.7	1.2	-3.3	-7.7	-6.8
